TRPC6 inh – mouse TRPC6 channel inhibitors, primary screen, cell-based, HEK293, membrane potential dye; Short transient receptor potential channel 6 (Mus musculus), Q61143; ACh-evoked depolarization; active compounds read low; B-score at 10 µM; hit rate 1.1% among 310,000; AID 2553, 2010;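 active means B-score under library mean minus 3 SD, initial fluorescence not abnormally high, positive integrated signal ratio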;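 further: B-score derived from integrated fluorescence ratio over the kinetic read; more negative B-score means stronger inhibition of depolarization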
TMEM16A inh – TMEM16A chloride channel inhibitors, primary screen, cell-based, HTS. Anoctamin-1 (Mus musculus), Q8BHY3. HEK293 TMEM16A/YFP iodide influx fluorescence, ionomycin. normalized B-score (activity score, 25-100; higher = stronger inhibition) at 10 µM. hit rate 1.2% among 310,000;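 active means ratio plate-corrected score three or more library SD toward inhibition, starting fluorescence score within five deviations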;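 further: score derived from kinetic fluorescence span divided by baseline fluorescence per well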
MrgX1 ag – agonists of human MrgX1 receptor, primary screen, HEK293 cells, Fluo-4 calcium flux | hit rate 0.44% among 310,000 | AID 588627, 2011 | B-score at 10 µM | Fluo-4 calcium fluorescence, agonist mode; active compounds read high;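 active means calcium response B-score plate-corrected fluorescence ratio at least 3 library SD, with starting fluorescence B-score inside 5 SD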
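Material: HEK293 cells stably expressing human MrgX1 receptor | Quantity: 15,000 cells per well | Times: Cells plated overnight, dye loaded 0.5 h 37 °C, 0.5 h room temperature | Measured by: Kinetic Fluo-4 NW fluorescence of intracellular calcium | Control set: Positive and negative controls per plate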
TRPC4 block – inhibitors of mouse TRPC4 channel, primary screen, Fluo4 calcium, HEK293 TRPC4beta/mu-opioid cells | Short transient receptor potential channel 4 (Mus musculus), Q9QUQ5 | DAMGO-evoked Fluo4 calcium flux; active compounds read low | B-score at 10 µM | hit rate 0.39% among 300,000 | AID 2247, 2010;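 active means B-score over 3 SD under the library average, no early fluorescence shift, positive overall ratio signal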
Target sequence (Q9QUQ5 whole entry, looked up): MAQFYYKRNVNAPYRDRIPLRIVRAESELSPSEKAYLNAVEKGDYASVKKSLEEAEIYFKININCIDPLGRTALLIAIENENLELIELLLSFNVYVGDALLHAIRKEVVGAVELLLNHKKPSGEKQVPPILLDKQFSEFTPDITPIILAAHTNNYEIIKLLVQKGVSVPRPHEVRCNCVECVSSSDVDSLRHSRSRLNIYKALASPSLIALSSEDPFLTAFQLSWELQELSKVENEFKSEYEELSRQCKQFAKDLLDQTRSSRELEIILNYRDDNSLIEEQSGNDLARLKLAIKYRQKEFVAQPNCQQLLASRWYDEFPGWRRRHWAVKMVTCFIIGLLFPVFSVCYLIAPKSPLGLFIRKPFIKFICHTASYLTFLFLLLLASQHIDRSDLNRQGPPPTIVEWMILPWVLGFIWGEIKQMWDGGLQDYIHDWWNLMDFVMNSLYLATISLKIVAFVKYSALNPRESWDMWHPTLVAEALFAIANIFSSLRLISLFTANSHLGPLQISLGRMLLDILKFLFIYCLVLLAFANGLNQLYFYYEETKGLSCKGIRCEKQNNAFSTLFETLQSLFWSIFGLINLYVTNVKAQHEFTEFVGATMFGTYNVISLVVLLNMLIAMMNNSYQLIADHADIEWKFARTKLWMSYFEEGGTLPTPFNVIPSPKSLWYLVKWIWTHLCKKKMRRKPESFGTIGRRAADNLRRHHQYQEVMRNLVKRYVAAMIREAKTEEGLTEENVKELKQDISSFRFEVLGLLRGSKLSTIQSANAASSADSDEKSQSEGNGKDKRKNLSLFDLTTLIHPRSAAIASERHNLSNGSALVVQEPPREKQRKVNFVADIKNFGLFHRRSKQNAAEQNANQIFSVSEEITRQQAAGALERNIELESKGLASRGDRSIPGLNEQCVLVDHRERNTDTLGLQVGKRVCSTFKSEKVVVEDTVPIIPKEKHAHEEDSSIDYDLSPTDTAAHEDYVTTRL
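Signal: kinetic Fluo4 fluorescence imaging of calcium influx. Material: stable TRPC4beta/mu-opioid receptor HEK293 cells. Probe or stimulus: DAMGO in two steps, submaximal then maximal.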
TRPC4 PAM – positive allosteric modulators of TRPC4, primary screen, cell-based, mouse TRPC4beta, HEK293 mu-opioid, Fluo-4 calcium. B-score at 10 µM. AID 2227, 2009. Short transient receptor potential channel 4 (Mus musculus), Q9QUQ5. DAMGO EC20, Fluo-4 Ca2+ flux; active compounds read high. hit rate 0.42% among 310,000;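 active means B-score of calcium response area above 5 SD of library B-scores, with initial fluorescence ratio within 5 SD of library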;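 further: B-score of integrated fluorescence ratio over time as area under calcium response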
TRPC6 act – mouse TRPC6 channel activators, primary screen, cell-based, HEK293, membrane potential dye | AID 2550, 2010 | hit rate 0.13% among 310,000 | HEK293-TRPC6 membrane potential dye fluorescence; active compounds read high | Short transient receptor potential channel 6 (Mus musculus), Q61143 | B-score at 10 µM;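 active means B-score of the integrated fluorescence ratio above library mean plus 3 SD, and starting fluorescence ratio within library mean plus 5 SD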;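 further: higher score means more depolarization so channel activation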
TRPC4 agonist – activators of mouse TRPC4 channel, primary screen, Fluo4 calcium, HEK293 TRPC4beta/mu-opioid cells. Short transient receptor potential channel 4 (Mus musculus), Q9QUQ5. Fluo4 calcium fluorescence; active compounds read high. B-score at 10 µM. hit rate 0.49% among 310,000. AID 2237, 2010;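 active means B-score above 5 SD of library B-scores, and initial fluorescence ratio not above library mean plus 5 SD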;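 further: positive B-score marks a calcium rise read as TRPC4 activation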
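Assay system – TRPC4beta and mu-opioid receptor HEK293 stable cells · Measured by – Fluo4 fluorescence, kinetic · Schedule – dye loading 45 min room temperature, 110 s kinetic read · Read-out – B-scored integrated calcium fluorescence ratio · Controls – buffer and maximal DAMGO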
SKKanGAS inh – S. pyogenes SKKanGAS growth inhibitors in kanamycin, primary screen, streptokinase expression inhibitor project, SKKanGAS strain, BacTiter-Glo luminescence; 6 h; inhibition, % at 7.5 µM; hit rate 1.3% among 300,000;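 active means mean replicate score, as percent of positive control median, at least 50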;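 further: strain carries kanamycin resistance gene driven by streptokinase promoter and grows in 40 µg/ml kanamycin; loss of luminescence reflects streptokinase promoter inhibition or plain growth inhibition; 0% = median of DMSO wells and 100% = positive control at its reference dose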
MrgX1 PAM – positive allosteric modulators of MrgX1, primary screen, HEK293 cells, Fluo-4 calcium flux. Mas-related G-protein coupled receptor member X1 (Homo sapiens), Q96LB2. FDSS; active compounds read high. B-score at 10 µM. hit rate 0.63% among 310,000. AID 588675, 2011;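 active means plate-corrected calcium response at least 3 library SD above typical, normal starting fluorescence, not activating the receptor alone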;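 further: compound read alongside a low EC10 to EC30 dose of BAM8-22 agonist; peak minus trough fluorescence over baseline measured at the second addition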
ANO1 activ – TMEM16A chloride channel activators or potentiators, primary screen, cell-based, HTS. HEK293 TMEM16A/YFP-H148Q/I152L, iodide quench fluorescence; active compounds read low. B-score at 10 µM. hit rate 0.3% among 340,000. AID 623877, 2012;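 active means fluorescence-ratio B-score plate-corrected deviation score at least 3 library SD below zero, with starting fluorescence score within 5 deviations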;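 further: channel opened by trigger with iodide after compound preincubation; score built on the fluorescence ratio of max minus min over baseline; more negative score means more quench and so TMEM16A activation or potentiation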
MrgX1 antagonist – antagonists of human MrgX1 receptor, primary screen, HEK293 cells, Fluo-4 calcium flux | Mas-related G-protein coupled receptor member X1 (Homo sapiens), Q96LB2 | BAM8-22 antagonism; active compounds read low | B-score at 10 µM | hit rate 1.3% among 310,000 | AID 588676, 2011;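 active means calcium-response B-score plate-corrected more than 3 library SD below zero, starting fluorescence within 5 deviations, no agonist response on first addition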;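 further: peak minus trough fluorescence over baseline after final BAM8-22 challenge near maximal dose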
An asterisk follows results filed as active.

O=C1CC(c2cccc([N+](=O)[O-])c2)c2cc3c(cc2N1)CCC3 (stereo unspecified) was read as TRPC6 inh inactive, TMEM16A inh inactive, MrgX1 ag inactive, TRPC4 block inactive, TRPC4 PAM inactive, TRPC6 act inactive, TRPC4 agonist inactive, SKKanGAS inh -4, MrgX1 PAM inactive, ANO1 activ inactive and MrgX1 antagonist inactive.
`Cc1cc(=O)oc2ccc(OCC(=O)N(Cc3ccc(F)cc3)Cc3ccco3)cc12` gave TRPC6 inh inactive, TMEM16A inh inactive, MrgX1 ag inactive, TRPC4 block inactive, TRPC4 PAM inactive, TRPC6 act inactive, TRPC4 agonist inactive, SKKanGAS inh 25, MrgX1 PAM inactive, ANO1 activ inactive and MrgX1 antagonist inactive.
For Cc1ccccc1N/C(SCc1ccc(Cl)cc1)=C(/C#N)C(=O)NCc1ccco1 the results were TRPC6 inh inactive, TMEM16A inh inactive, MrgX1 ag inactive, TRPC4 block inactive, TRPC4 PAM inactive, TRPC6 act inactive, TRPC4 agonist inactive, SKKanGAS inh -3, MrgX1 PAM inactive, ANO1 activ inactive and MrgX1 antagonist inactive.
For CCOc1ccc(OCC)c(NC(=O)C2CCN(c3cnccn3)CC2)c1 the results were TRPC6 inh inactive, TMEM16A inh inactive, MrgX1 ag inactive, TRPC4 block inactive, TRPC4 PAM inactive, TRPC6 act inactive, TRPC4 agonist inactive, SKKanGAS inh -2, MrgX1 PAM inactive, ANO1 activ inactive and MrgX1 antagonist inactive.
Screening Cc1c(CC(=O)O)c(=O)oc2cc(OCc3ccc(F)cc3Cl)ccc12 returned TRPC6 inh inactive, TMEM16A inh inactive, MrgX1 ag inactive, TRPC4 block inactive, TRPC4 PAM inactive, TRPC6 act inactive, TRPC4 agonist inactive, SKKanGAS inh 15, MrgX1 PAM inactive, ANO1 activ inactive and MrgX1 antagonist inactive.
COc1ccc(N(CC(=O)NCc2cccnc2)S(=O)(=O)c2ccccc2[N+](=O)[O-])c(OC)c1 was read as TRPC6 inh inactive, TMEM16A inh inactive, MrgX1 ag inactive, TRPC4 block inactive, TRPC4 PAM inactive, TRPC6 act inactive, TRPC4 agonist inactive, SKKanGAS inh 3, MrgX1 PAM inactive, ANO1 activ inactive and MrgX1 antagonist inactive.
For Cn1c(=O)[nH]c(=O)c2c1nc(N1CCCCCC1)n2CCCSc1nnnn1-c1ccccc1 the results were TRPC6 inh inactive, TMEM16A inh inactive, MrgX1 ag inactive, TRPC4 block inactive, TRPC4 PAM inactive, TRPC6 act inactive, TRPC4 agonist inactive, SKKanGAS inh 1, MrgX1 PAM inactive and MrgX1 antagonist inactive.
`COc1cccc(NC(=O)CN(C)C(C)C(=O)Nc2cc([N+](=O)[O-])ccc2Cl)c1` (stereo unspecified) gave TRPC6 inh inactive, TMEM16A inh inactive, MrgX1 ag inactive, TRPC4 block inactive, TRPC4 PAM inactive, TRPC6 act inactive, TRPC4 agonist inactive, SKKanGAS inh -4, MrgX1 PAM inactive, ANO1 activ inactive and MrgX1 antagonist inactive.
Screening COc1ccc(CNC(=O)CCSc2nc(-c3ccc4c(c3)OCO4)cc(C(F)(F)F)n2)cc1 returned TRPC6 inh inactive, TMEM16A inh inactive, MrgX1 ag inactive, TRPC4 block inactive, TRPC4 PAM inactive, TRPC6 act inactive, TRPC4 agonist inactive, SKKanGAS inh -1, MrgX1 PAM inactive, ANO1 activ inactive and MrgX1 antagonist inactive.
For O=C(CSc1nnc(-c2ccc(Cl)cc2)n1-c1ccccc1)N/N=C/c1ccccc1C(=O)O the results were TRPC6 inh inactive, TMEM16A inh inactive, MrgX1 ag inactive, TRPC4 block inactive, TRPC4 PAM inactive, TRPC6 act inactive, TRPC4 agonist inactive, SKKanGAS inh 0, MrgX1 PAM inactive, ANO1 activ inactive and MrgX1 antagonist inactive.
`COc1ccc(C(=O)OCC(=O)Nc2cc(C)on2)c(OC)c1OC` gave TRPC6 inh inactive, TMEM16A inh inactive, MrgX1 ag inactive, TRPC4 block inactive, TRPC4 PAM inactive, TRPC6 act inactive, TRPC4 agonist inactive, SKKanGAS inh 1, MrgX1 PAM inactive, ANO1 activ inactive and MrgX1 antagonist inactive.
`CSc1nnc(-c2ccccc2N=Cc2c(C)[nH]n(-c3ccccc3)c2=O)c(=O)[nH]1` gave TRPC6 inh inactive, TMEM16A inh inactive, MrgX1 ag inactive, TRPC4 block inactive, TRPC4 PAM inactive, TRPC6 act inactive, TRPC4 agonist inactive, SKKanGAS inh 9, MrgX1 PAM inactive, ANO1 activ inactive and MrgX1 antagonist inactive.
Screening COc1ccc(NC(=S)NCCCCCC(=O)C[N+](=O)[O-])cc1 returned TRPC6 inh inactive, TMEM16A inh inactive, MrgX1 ag inactive, TRPC4 block inactive, TRPC4 PAM inactive, TRPC6 act inactive, TRPC4 agonist inactive, SKKanGAS inh 13, MrgX1 PAM inactive, ANO1 activ inactive and MrgX1 antagonist inactive.
Screening Cc1nn(-c2nnc(C)c(=O)[nH]2)c(C)c1SCC(=O)Nc1ccc(F)cc1 returned TRPC6 inh inactive, TMEM16A inh inactive, MrgX1 ag inactive, TRPC4 block inactive, TRPC4 PAM inactive, TRPC6 act inactive, TRPC4 agonist inactive, SKKanGAS inh 1, MrgX1 PAM inactive, ANO1 activ inactive and MrgX1 antagonist inactive.
`Nc1ccccc1-c1nnn(CC(=O)Nc2ccc3c(c2)OCCO3)n1` gave TRPC6 inh inactive, TMEM16A inh inactive, MrgX1 ag inactive, TRPC4 block inactive, TRPC4 PAM inactive, TRPC6 act inactive, TRPC4 agonist inactive, SKKanGAS inh -2, MrgX1 PAM inactive, ANO1 activ inactive and MrgX1 antagonist inactive.
`CCSc1nnc(NC(=O)C2C3C=CC(C3)C2C(=O)O)s1` (stereo unspecified) gave TRPC6 inh inactive, TMEM16A inh inactive, MrgX1 ag inactive, TRPC4 block inactive, TRPC4 PAM inactive, TRPC6 act inactive, TRPC4 agonist inactive, SKKanGAS inh -2, MrgX1 PAM inactive, ANO1 activ inactive and MrgX1 antagonist inactive.
For COc1ccc(-c2cc(=O)oc3cc(OCC(=O)N[C@@H](Cc4c[nH]c5ccccc45)C(=O)O)ccc23)cc1 the results were TRPC6 inh inactive, TMEM16A inh inactive, MrgX1 ag inactive, TRPC4 block inactive, TRPC4 PAM inactive, TRPC6 act inactive, TRPC4 agonist inactive, SKKanGAS inh 5, MrgX1 PAM inactive, ANO1 activ inactive and MrgX1 antagonist inactive.
O=C(CSc1nnc(NC(=O)C2CCC2)s1)Nc1ccc(N2CCOCC2)cc1 was read as TRPC6 inh inactive, TMEM16A inh inactive, MrgX1 ag inactive, TRPC4 block inactive, TRPC4 PAM inactive, TRPC6 act inactive, TRPC4 agonist inactive, SKKanGAS inh -28, MrgX1 PAM inactive, ANO1 activ inactive and MrgX1 antagonist inactive.
For Cc1ccc(-c2c(C(=O)N/N=C/c3ccoc3)nnn2-c2nonc2N)cc1 the results were TRPC6 inh inactive, TMEM16A inh inactive, MrgX1 ag inactive, TRPC4 block inactive, TRPC4 PAM inactive, TRPC6 act inactive, TRPC4 agonist inactive, SKKanGAS inh 1, MrgX1 PAM inactive, ANO1 activ inactive and MrgX1 antagonist inactive.
`COc1ccc2ccccc2c1CNCc1ccccn1` gave TRPC6 inh inactive, TMEM16A inh inactive, MrgX1 ag inactive, TRPC4 block inactive, TRPC4 PAM inactive, TRPC6 act inactive, TRPC4 agonist inactive, SKKanGAS inh 19, MrgX1 PAM inactive, ANO1 activ inactive and MrgX1 antagonist inactive.
For CC1=C(C#N)C(NC(=O)C(C)(C)C)(C(F)(F)F)C(=O)N1 (stereo unspecified) the results were TRPC6 inh inactive, TMEM16A inh inactive, MrgX1 ag inactive, TRPC4 block inactive, TRPC4 PAM inactive, TRPC6 act inactive, TRPC4 agonist inactive, SKKanGAS inh 1, MrgX1 PAM inactive, ANO1 activ inactive and MrgX1 antagonist inactive.
For O=C(NNc1c2ccccc2nc2ccccc12)c1ccc(O)cc1O the results were TRPC6 inh inactive, TMEM16A inh inactive, MrgX1 ag inactive, TRPC4 block inactive, TRPC4 PAM inactive, TRPC6 act inactive, TRPC4 agonist inactive, SKKanGAS inh 51*, MrgX1 PAM inactive, ANO1 activ inactive and MrgX1 antagonist inactive.
Screening Cc1cc(=O)cc(C)n1-c1ccccc1Br returned TRPC6 inh inactive, TMEM16A inh inactive, MrgX1 ag inactive, TRPC4 block inactive, TRPC4 PAM inactive, TRPC6 act inactive, TRPC4 agonist inactive, SKKanGAS inh 2, MrgX1 PAM inactive, ANO1 activ inactive and MrgX1 antagonist inactive.
For CC(C)(C)c1ccc(-c2c(C#N)c(N)nc3c2CCCC3)s1 the results were TRPC6 inh inactive, TMEM16A inh inactive, MrgX1 ag inactive, TRPC4 block inactive, TRPC4 PAM inactive, TRPC6 act inactive, TRPC4 agonist inactive, SKKanGAS inh 6, MrgX1 PAM inactive, ANO1 activ inactive and MrgX1 antagonist inactive.
O=C(O)/C=C\C(=O)Nc1ccccc1C#Cc1ccccc1 was read as TRPC6 inh inactive, TMEM16A inh inactive, MrgX1 ag inactive, TRPC4 block inactive, TRPC4 PAM inactive, TRPC6 act inactive, TRPC4 agonist inactive, SKKanGAS inh -2, MrgX1 PAM inactive, ANO1 activ inactive and MrgX1 antagonist inactive.

Bioassay records from PubChem BioAssay.
